Assay outcomes as filed in PubChem BioAssay.
Epigenetic derep – regulators of epigenetic silencing causing reporter derepression in mouse cells; murine LDR cells, GFP reporter derepression, 30 h; Potency, µM (top dose mostly 53.9 µM), inactives show top-dose GFP activation, hits mostly activators; 280,000 compounds, 0.2% hits; AID 1865; also: % of control where 0% means no effect; nearly all actives have a fitted effect of over 60% in size
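Reporter derepression read as number of fluorescent GFP-positive objects, 20-120 um in size, counted by laser-scanning cytometer. Mouse LDR line with an epigenetically silenced CMV-GFP locus; compound incubation 30 h, 37 C.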
SMN2 splice enh – enhancers of SMN2 splice variant expression; Potency, µM (top dose mostly 46.1 µM), inactives show at the top dose activity change, positive = activation, actives largely listed as activators; AID 1458; 210,000 compounds, 2.8% hits; HEK293 SMN2-luciferase splicing reporter, luminescence, 30-36 h; also: % of control where 0% means no effect; nearly all actives have a fitted effect of over 55% in size
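HEK293 cells carry an SMN2 […]–luciferase reporter in which exon 7 inclusion puts luciferase in frame. Cells were plated 10-12 h before compound addition, then incubated 30-36 h at 37C. ONE-Glo luminescence was read; sodium butyrate at 4.5 mM final served as control.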
* marks the source's active call; other numbers are inactive results; ? = inconclusive; [ ] = another dose, or the depositor's remark. Calls follow the shape of the dose curve; as a rule, active = well fitted curve in the direction sought with a large enough effect; inconclusive = small, poorly fitted or top-dose-only effect, or another doubt; inactive = no such curve, though single readings can be large; an effect the other way counts as inactive or inconclusive. Potency is read from the fitted curve at half-maximal effect. Only part of the results is shown; rates above refer to the full screens.

The line under a structure holds: Epigenetic derep, SMN2 splice enh
CCOc1ccc(S(=O)(=O)Nc2cc3c(C(=O)OCc4ccccc4)c(C)oc3c3ccccc23)cc1
  4.1%, -1.3%
Cc1ccccc1Cn1c(=O)n(Cc2ccc(Cl)cc2)c(=O)c2cccnc21
  -1.1%, -1.1%
O=S(=O)(c1ccccc1)c1nc(-c2cccc(Cl)c2)oc1N1CCOCC1
  -1.3%, 3.8%
COc1ccc(Br)cc1CNC(=O)Cn1nc(C)n2c(cc3cc(F)ccc32)c1=O
  2.2%, 4.0%
CCc1ccc(NC(=O)Cn2c(=O)n(CC3CCCO3)c(=O)c3cc(OC)c(OC)cc32)cc1 (stereo not drawn)
  -0.6%, 2.1%
C=Cc1ccc(Cn2c(C)c(CNCc3ccc(SC)cc3)c(C(=O)O)c2C)cc1
  -1.6%, 1.8%
CCOC(=O)c1ccc(NC2=CC(c3ccc(OCC)cc3)N(c3ccc(C(=O)OCC)cc3)C2=O)cc1 (stereo not drawn)
  -1.1%, 6.6%
Cc1ccc(-c2csc(/C(C#N)=C/c3ccccc3Cl)n2)cc1
  0.8%, 6.0%
CCc1ccc2oc(-c3cc(NC(=O)c4cc([N+](=O)[O-])ccc4N4CCOCC4)ccc3Cl)nc2c1
  -1.1%, 6.3%
Cc1ccc(C)c(CSc2nc3ccncc3n2CC(=O)Nc2ccc(N(C)C)cc2)c1
  -4.8%, -29.3%
CCN(CC)c1ccc(C(=O)N2CCC(c3c[nH]c4ccccc34)(c3c[nH]c4ccccc34)CC2)cc1
  -3.8%, -6.9%
CSc1ncc(Cl)c(C(=O)N(Cc2ccc(C)cc2)C2CCS(=O)(=O)C2)n1 (stereo not drawn)
  -1.9%, 2.0%
Cc1c(C(=O)OC2CCCCC2)[nH]c2c1C(=O)CC(c1ccccc1)C2 (stereo not drawn)
  6.8%, -11.6%
Cc1ccc(NC(=O)Cn2c(=O)c3cc(Cl)ccc3n3nncc23)cc1
  -1.8%, -8.0%
Cc1ccccc1Cn1c2ccccc2c2cnn(CC(=O)NCCc3ccccc3)c(=O)c21
  -1.2%, ?
COc1ccc(CCCc2nnc(SCC(=O)Nc3ccc(C)cc3)o2)cc1
  5.0%, -4.2%
CC(C)Oc1ccc(CNC(=O)c2ccc(NC(=O)N3CC(C)Sc4ccccc43)cc2)cc1 (stereo not drawn)
  -4.5%, -22.5%
Cc1cccc(Cn2c(SCc3ccc(C(=O)NC4CCCCC4)cc3)nc3ccncc32)c1
  1.4%, -10.7%
CCn1cc2nc(SCC(=O)Nc3ccc(OC)c(OC)c3)n(Cc3ccc(Cl)cc3)c(=O)c2n1
  1.8%, 2.0%
CC1CCc2c(sc(NC(=O)C3c4ccccc4Oc4ccccc43)c2C#N)C1 (stereo not drawn)
  2.9%, 7.3%
CCc1ccc2occ(CC(=O)Nc3nnc(C)s3)c2c1
  -1.9%, -1.8%
O=C1c2[nH]nc(-c3ccccc3O)c2C(c2ccccc2F)N1Cc1ccncc1 (stereo not drawn)
  -1.2%, -5.5%
CC(CNc1nc2ccccc2c2nc(-c3ccccc3)nn12)c1ccccc1 (stereo not drawn)
  0.0%, -5.0%
Cc1ccn2c(c1)nc(=O)c1cc(S(=O)(=O)N3CCCCC3)c(Cl)cc12
  -1.1%, 3.2%
Cc1cccc(N(C)C(=O)Cc2c(C(=O)O)[nH]c3ccccc23)c1
  0.1%, 8.4%
CCn1cc(C(=O)NCCCOC(C)C)c(=O)c2cc(S(=O)(=O)N3CCc4ccccc4C3)ccc21
  2.4%, 11.9%
CC(C)(C)c1ccc(OCc2nnc(-c3ccccc3)o2)cc1
  0.0%, -0.6%
CC(C)Oc1ccc(CNC(=O)c2ccc3c(c2)N(Cc2ccc(F)cc2)CCS3)cc1
  0.0%, -14.4%
CCc1ccccc1NC(=O)Cn1c(=O)n(CC(=O)NCCc2ccccc2)c(=O)c2ccccc21
  -1.0%, ?
N#Cc1cccc(NC(=O)c2ccc3c(c2)N(Cc2cccc(Cl)c2)C(=O)c2ccccc2S3(=O)=O)c1
  -1.7%, 9.0%
CCc1cccc(CC)c1NS(=O)(=O)c1ccc2c(c1)CCN2C(=O)C1CC1
  -0.5%, -4.1%
COC(=O)c1cc2c(cc1NC(=O)c1cnn(-c3ccccc3)c1-n1cccc1)OCO2
  6.0%, -2.1%
Fc1ccccc1N1CCN(Cc2nnc(-c3ccc4c(c3)OCO4)o2)CC1
  0.0%, 21.1%
CC(=O)N1CCc2c(sc3c2c(=O)n(CCc2ccccc2)c(=O)n3Cc2cccc(C)c2)C1
  0.0%, -1.5%
CCOc1ccc(N(Cc2ccccc2)C(=O)c2nc(SC)ncc2Cl)cc1
  15.9%, -28.6%
COc1cccc(Cn2cc(C(=O)c3ccc(Cl)cc3)c(=O)c3ccccc32)c1
  -0.3%, -1.6%
Cc1c(NC(=O)c2cc([N+](=O)[O-])ccc2N2CCOCC2)cccc1-c1nc2ccccc2o1
  -0.2%, 2.8%
Cc1ccccc1NC(=O)N1CCc2cc(S(=O)(=O)N3CCC(C)CC3)ccc21
  ?, 0.6%
CCC(=O)N1CCc2cc(S(=O)(=O)NC(Cc3ccccc3)C(=O)NCc3cccc(OC)c3)ccc21 (stereo not drawn)
  -1.2%, -1.6%
COc1ccc(OC)c(C2CC(=O)Nc3c2c(=O)n(C)c2ncnn32)c1 (stereo not drawn)
  0.0%, 1.1%
CCn1c(=N)c(C(=O)NC2CCCCC2)cc2c(=O)n3cccc(C)c3nc21
  2.1%, -0.2%
COc1ccc(C(=O)N2c3ccccc3C(C)(c3ccc(Cl)cc3)CC2(C)C)cc1 (stereo not drawn)
  -1.6%, -49.9%[inhibitor]
CCOCc1cc(CN2CCN(c3cccc(C(F)(F)F)c3)CC2)c(O)c2ncccc12
  ?, 8.3%
O=C(CSc1oc(-c2ccccc2)nc1S(=O)(=O)c1ccc(Br)cc1)NC1CCCCC1
  -3.1%, -5.3%
CC(=O)c1ccc(NC(=O)CC2Sc3ccccc3NC2=O)cc1 (stereo not drawn)
  -3.8%, 10.8%
O=C(Nc1ccc(F)cc1)[C@H](Cc1ccccc1)N1Cc2ccccc2C1=O
  -0.3%, 0.0%
CCOc1ccc(C(=O)Nc2cc(-c3ccccc3)no2)cc1
  -1.0%, ?
Cc1cccc(CSc2nnc(CCCCCN)o2)c1
  -0.5%, 2.3%
Cn1c(SCc2ccc(F)cc2)nc2ccc(C(=O)NCc3ccccc3)cc21
  0.0%, ?
O=C(Nc1c(Cl)cccc1Cl)c1cccc2c1C(=O)N(C1CCCCC1)C2
  -2.3%, 6.6%
COc1cc(NC(=O)CN2C(=O)C(c3ccc(Cl)cc3)=NC23CCCCC3)cc(OC)c1
  -4.1%, -6.1%
Cc1ccc(NC(=O)CSc2nc3ccccc3nc2N2CCOCC2)cc1
  -1.0%, -29.8%
O=c1c2nncn2ccn1-c1ccc(F)c(F)c1
  -1.8%, 1.5%
Cc1ccc(C)c(N2CCN(c3nccn4nc(-c5ccc(Br)cc5)cc34)CC2)c1
  -0.9%, 2.5%
Cc1ccc(C(=O)COC(=O)c2cccc(NC(=O)c3ccc(Cl)cc3Cl)c2)cc1
  0.1%, ?
Cc1cccc(N(C)C(=O)CCS(=O)(=O)c2ccc3c(c2)n(C)c(=O)c(=O)n3C)c1
  -3.2%, -3.0%
O=C(NCCOCCn1c(=O)oc2ccccc21)Nc1cccc(Cl)c1
  -3.0%, -12.4%
O=C(COc1ccccc1)Nc1c(Cl)ccc2nsnc12
  -0.2%, -2.2%
CN(C)c1ccc(CNC(=O)C2CCN(S(=O)(=O)c3ccc4c(c3)oc(=O)n4C)CC2)cc1
  4.2%, -4.1%
CCOc1ccccc1CNC(=O)c1oc2ccc3c(c2c1C)C(=O)CC(C)(C)O3
  0.0%, ?

Continuation:
The line under a structure holds: Epigenetic derep, SMN2 splice enh
COc1ccc(C2Sc3ccccc3NC3=C2C(=O)c2ccccc23)c(OC)c1OC (stereo not drawn)
  -1.8%, 7.6%
COc1ccc(CNC(=O)C2CCN(Cc3nc(-c4ccc(Cl)cc4)oc3C)CC2)cc1
  -1.1%, 5.8%
CC(=O)c1cc(-c2ccccc2)n(CC(=O)NCc2ccccc2C)c1C
  4.9%, -6.5%
COCCNC(=O)CCn1c(=O)c2cc(OC)c(OC)cc2n(CC(=O)Nc2ccccc2C)c1=O
  1.6%, -4.3%
COc1cccc(Oc2nc3c(c(=O)n(Cc4ccccc4F)c(=O)n3C)n2C)c1
  1.1%, -10.3%
Cc1ccc(CCNC(=O)c2ccc(NC(=O)N3CC(C)Sc4ccccc43)cc2)cc1 (stereo not drawn)
  0.9%, -18.9%
Cc1ccn2c(c1)nc(=O)c1cc(S(=O)(=O)N3CCC(C)CC3)c(Cl)cc12
  -1.1%, 6.0%
O=C1CC(c2nnc(Cc3ccc(F)cc3Cl)o2)CN1c1ccccc1 (stereo not drawn)
  -3.1%, 4.4%
COc1ccc(S(=O)(=O)c2c(O)c(C)cc(NC(=O)c3ccccc3)c2C(C)C)cc1
  -1.1%, -1.3%
CCOc1ccc(-c2cc3nc(C4CCN(C(=O)OC(C)(C)C)CC4)c(C(=O)Nc4cc(OC)ccc4OC)cn3n2)cc1
  -2.4%, -4.5%
CC(=O)Nc1ccc(NC(=O)c2c(C)nn(-c3ccccc3)c2-n2cccc2)cc1
  -0.9%, -10.9%
CC(NC(=O)c1ccco1)c1nc(-c2ccccc2)no1 (stereo not drawn)
  -3.9%, -0.9%
Cc1ccc(-n2nnnc2C2CCN(S(=O)(=O)c3ccc(OC(F)(F)F)cc3)CC2)cc1
  -1.7%, -2.2%
Cc1ccc(-c2nc3c4c(-c5ccccc5)c(-c5ccccc5)oc4ncn3n2)cc1
  -0.8%, -8.3%
COCCNc1sc(S(=O)(=O)c2ccc(C)cc2)nc1S(=O)(=O)c1ccc(C)cc1
  12.9%, 7.6%
CCCN(CCC)CCCNC(=O)c1cc2c(-c3ccc(OC)c(OC)c3)nn(C)c2s1
  0.3%, -1.1%
CCOC(=O)c1cccc2c1N[C@@H](c1ccc(F)cc1)[C@H]1CC=C[C@@H]21
  -2.5%, -3.8%
COc1ccc(Nc2oc(/C=C/c3ccc(OC)c(OC)c3)nc2C#N)cc1
  ?, 8.4%
Cc1nc2c(C(=O)NCc3ccccc3Cl)c[nH]n2c(=O)c1Cc1cccc(Cl)c1
  -2.8%, 0.1%
CCC(C(=O)Nc1ccccc1OC)n1c(C(=O)OC)cc2sc(Cl)cc21 (stereo not drawn)
  5.4%, -16.9%
CCC(=O)N1CCc2cc(Br)cc(S(=O)(=O)N3CCCC(C(=O)NCc4ccc(C)cc4)C3)c21 (stereo not drawn)
  0.9%, -1.6%
COc1ccc(CCn2c(=O)c3cccnc3n(CC(=O)Nc3ccc(C)cc3C)c2=O)cc1OC
  8.1%, -8.7%
Cc1ccc(CN(Cc2ccco2)C(=O)c2oc3ccc(C)cc3c2C)cc1
  -1.9%, -15.7%
Cc1ccc(NC(=O)CSc2nnc(N)s2)c(C)c1
  0.4%, 11.9%
N#Cc1c(-n2ncnc2-c2ccccc2C(F)(F)F)sc2c1CCCCC2
  -1.6%, -7.7%
O=C(Nc1cccc(Cl)c1)C(Cc1ccccc1)n1cccc1 (stereo not drawn)
  0.8%, -5.5%
O=C(c1ccc2c(Cl)c3c(nc2c1)CCCC3)N1CCN(c2cccc(C(F)(F)F)c2)CC1
  -1.1%, 1.9%
Cc1sc2c(c1C)c(=O)n(-c1cccc(C(F)(F)F)c1)c(=O)n2Cc1ccccc1C#N
  1.9%, 22.3%
Cc1ccc2c(c1)c1c(c(=O)n(-c3cccc(Cl)c3)c(=O)n1CC(=O)c1ccc(Cl)cc1)n2C
  -0.2%, -41.1%[inhibitor]
O=C(NCc1ccc(Cl)cc1Cl)c1cccc(N2CCCS2(=O)=O)c1
  -0.9%, -24.5%
CCOC(=O)c1ccc2nc(C)cc(Nc3ccc(OC(C)C)cc3)c2c1
  ?, -23.2%
CCOC(=O)c1sc(NC(=O)C2c3ccccc3Oc3ccccc32)c(C#N)c1C
  0.8%, -18.9%
COc1ccc(NC(=O)CCN2CCN(CCO)CC2)cc1
  -1.6%, 1.2%
Cc1ccc(C)c(N2CCN(C(=O)CN3C(=O)COc4ccc(S(=O)(=O)N5CCOCC5)cc43)CC2)c1
  -2.9%, -13.5%
